EP2 mod – modulators of human EP2 prostaglandin E2 receptor; P43116; EP2-expressing cells, cAMP HTRF FRET, PGE2 co-stimulation; induction, % at 25 µM; 0.83% of 260,000 active;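 active = compounds whose cAMP rise, as percent of the full-agonist control response, exceeds 60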;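 note: rat C6 glioma line stably carrying human EP2 under a CMV promoter; the protocol text gives 20 µM as final concentration; 100% = response of wells given 1 µM PGE2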
Target sequence (P43116 whole entry, looked up): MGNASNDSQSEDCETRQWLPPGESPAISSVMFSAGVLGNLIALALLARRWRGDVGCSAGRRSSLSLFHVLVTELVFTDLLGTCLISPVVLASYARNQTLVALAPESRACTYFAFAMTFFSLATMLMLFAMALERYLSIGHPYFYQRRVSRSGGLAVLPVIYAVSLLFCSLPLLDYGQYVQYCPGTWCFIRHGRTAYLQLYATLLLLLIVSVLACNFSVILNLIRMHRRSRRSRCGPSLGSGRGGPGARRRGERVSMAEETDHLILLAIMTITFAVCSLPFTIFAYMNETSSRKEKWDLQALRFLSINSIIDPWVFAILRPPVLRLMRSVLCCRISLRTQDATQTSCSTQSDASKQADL
NPY-Y2 PAM-ag – human NPY-Y2 potentiation or agonism, primary screen. 0.45% of 220,000 active. P49146. cells expressing NPY-Y2, potentiator/agonist read-out. activation, % at 3.6 µM; in the data active = activation above about 27%;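 note: cells stimulated with NPY near EC25 plus isoproterenol at EC100; 0% = vehicle plus submaximal agonist and 100% = vehicle plus saturating agonist; some results beyond the cut were filed as inactive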
p97 inhibitor – human p97 ATPase inhibition | P55072 | recombinant p97 ATPase, Kinase-Glo ATP luminescence, 3 h | inhibition, % at 8 µM | 0.42% of 220,000 active; in the data active = inhibition above about 15%;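 note: 0% = DMSO vehicle and 100% = wells lacking enzyme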
EP2 antag – inhibitors of human EP2 prostaglandin E2 receptor; C6 glioma cells expressing human EP2, cAMP TR-FRET; cells stimulated with saturating PGE2; P43116; 0.52% of 260,000 active; AID 1422; inhibition, % at 25 µM;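 active = percent inhibition above 40 after rounding to a whole number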;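 note: rat C6 glioma host cells with rolipram phosphodiesterase inhibitor present; the protocol text gives 20 µM as final concentration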
NPY-Y1 antag – NPY-Y1 (human) receptor antagonism | inhibition, % at 3.6 µM | HEK293-CNG Y1 cells, membrane potential fluorescence; NPY at EC95, then isoproterenol | 1% of 200,000 active;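 active = inhibition above the campaign mean inhibition of all tested compounds plus 3 SD, cut at about 20% in these data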;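 note: 0% = DMSO wells given NPY plus isoproterenol and 100% = isoproterenol alone without NPY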
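Benchmarks – high control isoproterenol alone, low control NPY with isoproterenol · Material – HEK293 Y1/CNG channel cell line · Times – dye 3 h, compound 60 min room temperature, stimulation 45 min · Probe or stimulus – NPY (25 nM), isoproterenol (1 µM), Ro 20-1724 (25 µM) · Evaluation – % inhibition of NPY effect · Signal – fluorescence, membrane potential probe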
S1P4 ag – human S1P4 receptor agonism; S1P4-expressing cell line, agonist reporter assay; activation, % at 4.98 µM; O95977; 0.35% of 220,000 active; in the data active = activation above about 11%;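 note: 0% = DMSO vehicle and 100% = reference agonist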
Target sequence (O95977 whole entry, looked up): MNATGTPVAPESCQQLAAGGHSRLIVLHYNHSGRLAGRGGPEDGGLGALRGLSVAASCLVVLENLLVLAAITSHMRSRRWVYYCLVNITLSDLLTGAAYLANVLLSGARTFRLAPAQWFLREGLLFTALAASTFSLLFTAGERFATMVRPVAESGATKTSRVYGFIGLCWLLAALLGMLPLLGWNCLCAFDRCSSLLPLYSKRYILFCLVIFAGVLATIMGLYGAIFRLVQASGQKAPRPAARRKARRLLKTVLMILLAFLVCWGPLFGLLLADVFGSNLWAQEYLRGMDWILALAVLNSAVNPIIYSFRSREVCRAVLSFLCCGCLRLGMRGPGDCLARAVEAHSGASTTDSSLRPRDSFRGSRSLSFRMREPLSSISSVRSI
S1P4 antagonist – antagonists of human S1P4 receptor. O95977. S1P4-expressing cells, antagonist mode, reporter read-out. inhibition, % at 4.98 µM. 0.26% of 220,000 active. AID 1510; in the data active = inhibition above about 29%;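 note: 0% = wells stimulated with agonist and 100% = vehicle wells without agonist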
eIF4E-4G inh – inhibitors of eIF4E and eIF4G interaction in translation initiation. P63073+Q04637. TR-FRET eIF4E-eIF4GI(517-606) binding, 2 h. inhibition, % at 21.7 µM. 0.37% of 220,000 active;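 active = inhibition above about 30%, limit read from the data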;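 note: 0% = full FRET control wells and 100% = background wells lacking eIF4GI fragment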
NPY1 pot ag – potentiators or agonists of human neuropeptide Y receptor Y1; P25929; NPY-Y1 expressing cells, potentiator/agonist activation; activation, % at 3.6 µM; 0.37% of 220,000 active; AID 1304; in the data active = activation above about 33%, passing the limit was not always enough;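 note: cells stimulated with NPY at EC10 then isoproterenol at EC100; 0% = low agonist plus stimulus and 100% = saturating agonist plus stimulus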
An asterisk follows results filed as active; . = not tested or not shown; [ ] = remark or other dose.

SMILES	EP2 mod	NPY-Y2 PAM-ag	p97 inhibitor	EP2 antag	NPY-Y1 antag	S1P4 ag	S1P4 antagonist	eIF4E-4G inh	NPY1 pot ag
CC(C)CN1CCNC(=O)C1CC(=O)NCCCN1CCCc2ccccc21 (configuration not stated)	-33	-7	-5	9	-1	1.5	-1	7	-2
COCCNC(=S)NNc1cccc(C(=O)O)c1	14	-20	-3	7	0	-1.7	-2	1	7
Cc1nc(C(C)N(C)Cc2nc(Cc3ccccc3F)no2)c(C)s1 (configuration not stated)	12	13	-5	9	.	2.2	-17	-3	-2
Cc1c(NC(=O)C(c2ccccc2)c2ccccc2)cccc1C(=O)O	32	-5	5	10	.	1.4	-1	-1	9
O=C(O)CCC(=O)Nc1ccc(F)cc1	18	8	5	5	1	-0.9	0	-3	-6
CNC(=O)C12N=CNN=C1N(C)C(=O)N2C (configuration not stated)	40	7	5	15	-2	1.3	2	0	4
CCOP(=O)(OCC)C(Nc1cccc(C(F)(F)F)c1)c1ccc(F)cc1 (configuration not stated)	45	-1	-1	4	12	1.4	-12	2[fluorescence artefact?]	-28
COc1ccc(OC)c(C2C3=C(CC(C)(C)CC3=O)Nc3nnnn32)c1 (configuration not stated)	10	-8	7	2	6	0.6	-15	-1	-15
COc1ccc(C2NC(=O)c3sc4nc(C)c(C(C)=O)c(-c5ccc(Cl)cc5)c4c3N2)cc1 (configuration not stated)	28	-15	8	17	12	0.3	-11	-46[fluorescence artefact?]	-59
CCOc1cc(/C=N/NC(=O)CCc2n[nH]c(=O)[nH]c2=O)ccc1O	10	-14	-1	7	-4	-0.1	-8	-3	-3
CCC(C)NC(=O)C1CCN(S(=O)(=O)c2cccc3cccnc23)CC1 (configuration not stated)	-17	1	3	12	2	3.5	-12	2	-6
CCOC(=O)c1sc(Nc2ccc(F)cc2)nc1C	29	7	-3	3	5	1.5	-2	5	-9
CCC1CCCCN1C(=O)CSc1nnc(-c2ccc(Cl)s2)o1 (configuration not stated)	18	-14	-7	19	10	-1.1	-9	-3	-26
O=C(Cc1ccccc1)Nc1c[nH]c(=O)[nH]c1=O	3	3	6	8	-8	1.0	-5	-2	2
CCN(c1ccccc1)S(=O)(=O)c1cc(NC(=O)COC(=O)C2CC2)ccc1Cl	-13	3	2	6	3	-1.2	-4	4	1
Cc1ccccc1N(CC(=O)NCc1ccco1)C(=O)CCC(=O)Nc1nccs1	-4	-8	-5	3	14	0.0	3	1	8
Cc1ccc(-n2c(=O)[nH]cc(C(=O)N3CCc4ccccc43)c2=O)cc1C	-32	-2	4	9	1	0.6	-10	-2	12
Cc1nnc(SCCC(C)C)[nH]c1=O	-4	-12	-3	7	-2	0.1	-13	2	-5
O=[N+]([O-])c1ccc(-c2cnc(SCc3ccccc3Cl)[nH]2)cc1	-69	4	5	21	-1	0.4	12	-8	14
Cc1ccc(C)c(NC(=O)C(NCC(C)(C)N2CCOCC2)c2ccccc2)c1 (configuration not stated)	4	3	1	6	4	0.3	-5	-2	9
CN1CCN(NC(=O)COc2cccc(C(F)(F)F)c2)CC1	14	3	4	5	1	0.7	-1	-3	-11
N/C(COc1ncn(-c2ccccc2)n1)=N\S(=O)(=O)c1ccc(Cl)cc1Cl	-31	5	3	4	6	1.7	-11	-5	11
O=C(Cn1cccc1C(=O)c1ccccc1)NCCCN1CCc2ccccc2C1	3	-17	1	8	4	0.1	-14	4	-4
CCC(C)(C)NC(=O)C(OC(=O)c1ccco1)c1ccccc1OC (configuration not stated)	1	5	2	8	-1	-1.0	-7	3	8
COc1ccc(O)c(C=Nc2cc(C)on2)c1	30	-3	6	2	1	1.9	-11	4[fluorescence artefact?]	2
CCOc1ccccc1N=c1oc2cc(O)ccc2cc1C(=O)NCC1CCCO1 (configuration not stated)	26	-12	-3	6	36*	61*	-52	1	-45
CCOc1ccc(-c2cc(N)n(S(=O)(=O)c3cccc4nsnc34)n2)cc1	-39	-19	0	4	.	-1.4	-2	2	18
CCCC(=O)Nc1ccc(Br)cn1	7	-9	1	12	-1	2.7	-4	8	-2
Cc1ccc(C(=O)C2=C(O)C(=O)N(c3ncccn3)C2c2ccc(Cl)cc2)o1 (configuration not stated)	34	-7	-1	30	5	0.0	-6	-2[fluorescence artefact?]	-7
CC(C)(C)c1cc[n+](-c2nc([O-])sc2C=O)cc1	4	-3	-1	7	0	1.8	-10	-5	-38
O=c1[nH]c(S)c(/C=C2\C=Nc3ccccc32)s1	-43	-25	22*	3	.	0.8	4	-1	-17
COc1ccc(NC(=O)N(C2CCCCC2)C(C)c2ccco2)c(OC)c1 (configuration not stated)	61*	-7	1	7	10	0.7	-11	9	-1
c1cncc(C(c2nnnn2C2CCCC2)N2CCN(Cc3ccc4c(c3)OCO4)CC2)c1 (configuration not stated)	-20	6	1	7	-2	0.1	5	3[fluorescence artefact?]	18
O=c1[nH]c(-c2ccc(O)cc2)nc2scc(-c3cccs3)c12	-26	17	4	22	.	1.1	-3	-2	15
CC(=O)Nc1ccc(C(O)(C(F)(F)F)C(F)(F)F)cc1	13	-4	2	5	-1	1.9	-11	1	17
NC(=O)c1ccccc1OCC(=O)NS(=O)(=O)c1ccc(Cl)cc1	9	2	2	4	4	3.0	-20	5[fluorescence artefact?]	17
COCCCNC(=O)c1ccccc1NS(C)(=O)=O	33	-5	5	12	-2	-0.2	3	7	-20
COc1ccc(C(=O)NCc2nnc(SCC(=O)N3CCOCC3)o2)cc1	-9	-3	-6	2	1	-0.6	-11	-1	2
COC(=O)C1CCN(C(=O)c2ccc(NC(C)=O)cc2)CC1	18	-29	0	3	7	0.6	-11	4	3
CN(C(=O)Cc1c[nH]c2ccccc12)C(C(=O)Nc1ccc2c(c1)OCO2)c1ccccc1 (configuration not stated)	-24	11	-5	3	0	-0.4	-17	-9[fluorescence artefact?]	-11
O=C(NN1C(=O)c2ccccc2NC1c1cccnc1)c1ccc([N+](=O)[O-])cc1 (configuration not stated)	-7	-1	1	4	-3	-0.1	-10	0	15
CCN(CCCNC(=O)C1CCN(S(=O)(=O)N2CCC3(CC2)OCCO3)CC1)c1ccccc1	25	5	1	6	4	-1.8	-1	13	9
Fc1ccc(CNC(=S)Nc2ccc(OC(F)F)cc2)cc1	-90	9	2	14	-3	2.0	2	2	20
O=C(Oc1ccc2ccc(=O)oc2c1)C1CCCCC1	15	0	12	4	6	2.5	-16	3	6
Cc1ccc(NC(=O)CCn2c(=O)oc3ccccc32)cc1	25	-12	2	3	2	0.6	-4	0	11
COc1ccccc1NC(=S)N(Cc1ccc(C)cc1)Cc1cccnc1	50	-11	-4	9	6	0.9	-6	-2	-19
N#Cc1ccccc1Sc1ccccc1C(=O)N1CCOCC1	8	-10	-6	14	7	0.2	-7	1[fluorescence artefact?]	-3
Cc1ccc(C(=O)NC2CCS(=O)(=O)C2)cc1S(=O)(=O)N1CCCCC1 (configuration not stated)	-1	17	5	5	3	0.9	3	-2[fluorescence artefact?]	12
Cc1cccc(NC(=O)c2onc3c2CCCC3)c1C	30	-4	0	16	0	1.5	20	-2	2
CCOC(=O)CNC(=O)c1c2c(nc3ccccc13)CCCC2	20	-12	0	9	-1	-1.7	-7	-1	-14
(cont.)
SMILES	EP2 mod	NPY-Y2 PAM-ag	p97 inhibitor	EP2 antag	NPY-Y1 antag	S1P4 ag	S1P4 antagonist	eIF4E-4G inh	NPY1 pot ag
Cn1nc([N+](=O)[O-])nc1N1CCOCC1	17	0	3	3	0	-0.4	3	0	-15
O=C(O)CCC(NC(=O)c1ccc(Cl)cc1)C(=O)O (configuration not stated)	8	-1	-2	6	4	0.6	7	-2	-1
CC(=O)C1=C(C)N(Cc2ccccc2)C(=O)N[C@H]1c1cccs1	32	-4	4	10	1	1.6	2	-4	-4
NS(=O)(=O)c1ccc(CCNC(=O)COC(=O)/C=C/c2ccccc2Cl)cc1	-47	8	2	8	4	-1.4	-5	0	-3
CCNCCNC(=O)c1c(O)c2cccc3c2n(c1=O)CCC3	-6	-20	-1	9	11	2.4	-28	-14[fluorescence artefact?]	-42
Cc1ccc(C(=O)CSc2nnc3c4ccccc4nc(C(C)(C)C)n23)cc1	-8	7	4	0	2	-1.3	2	-4	-17
COc1cccc(NC(=O)Cc2ccc(C)cc2)c1	-1	-8	3	22	-3	0.1	-20	7	-6
O=C(Cn1cnc2cc([N+](=O)[O-])ccc2c1=O)Nc1ccc2c(c1)CCC2	-35	-13	-3	13	6	2.3	-8	-31[fluorescence artefact?]	-4

Entries shown so far that have a Cl atom (9):
SMILES	EP2 mod	NPY-Y2 PAM-ag	p97 inhibitor	EP2 antag	NPY-Y1 antag	S1P4 ag	S1P4 antagonist	eIF4E-4G inh	NPY1 pot ag
COc1ccc(C2NC(=O)c3sc4nc(C)c(C(C)=O)c(-c5ccc(Cl)cc5)c4c3N2)cc1 (configuration not stated)	28	-15	8	17	12	0.3	-11	-46[fluorescence artefact?]	-59
CCC1CCCCN1C(=O)CSc1nnc(-c2ccc(Cl)s2)o1 (configuration not stated)	18	-14	-7	19	10	-1.1	-9	-3	-26
CCN(c1ccccc1)S(=O)(=O)c1cc(NC(=O)COC(=O)C2CC2)ccc1Cl	-13	3	2	6	3	-1.2	-4	4	1
O=[N+]([O-])c1ccc(-c2cnc(SCc3ccccc3Cl)[nH]2)cc1	-69	4	5	21	-1	0.4	12	-8	14
N/C(COc1ncn(-c2ccccc2)n1)=N\S(=O)(=O)c1ccc(Cl)cc1Cl	-31	5	3	4	6	1.7	-11	-5	11
Cc1ccc(C(=O)C2=C(O)C(=O)N(c3ncccn3)C2c2ccc(Cl)cc2)o1 (configuration not stated)	34	-7	-1	30	5	0.0	-6	-2[fluorescence artefact?]	-7
NC(=O)c1ccccc1OCC(=O)NS(=O)(=O)c1ccc(Cl)cc1	9	2	2	4	4	3.0	-20	5[fluorescence artefact?]	17
O=C(O)CCC(NC(=O)c1ccc(Cl)cc1)C(=O)O (configuration not stated)	8	-1	-2	6	4	0.6	7	-2	-1
NS(=O)(=O)c1ccc(CCNC(=O)COC(=O)/C=C/c2ccccc2Cl)cc1	-47	8	2	8	4	-1.4	-5	0	-3

Assay outcomes (PubChem)

The list is partial (hit frequency here may not be typical).
